Screening data deposited in PubChem BioAssay by several laboratories.
BB579 growth dn = yeast BB579 growth reduction in restrictive medium; AID 804; inhibition, % at 10 µM; 0.51% of 140,000 active; S. cerevisiae BB579 growth, OD615, 48 h;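 active = inhibition above a set limit, 3 SD over the mean compound inhibition, cut at about 44% in these data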; also: inactives centre near -24
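System: DeaD yeast strain BB579; buffer or medium: CSMM-D dextrose restrictive medium; technique: OD at 615 nm; schedule: 4 h cell preincubation, 48 h compound exposure, 30 °C humidified; doses: single 10 µM dose; controls: amphotericin B 10 µg/mL, positive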
Measles CPE = protection of cells from measles virus; Measles virus-infected cells, CPE protection, absorbance; protection (pct of control), % at 4 µM; 1.5% of 140,000 active; AID 841; in the data active = protection mostly above about 24%, no sharp cut-off; inactive = mostly below about 26%; also: some compounds called inactive have numbers as strong as hits
PTEN del growth = PTEN-deleted cell growth suppression; HCT116 PTEN-null viability, CellTiter-Glo, 60 h; hits give low values; viability, % at 10 µM; 1.2% of 140,000 active; AID 827;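 active = viability at or below a set limit, 4 SD under the median of all tested compounds, cut at about 3.7% in these data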;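 also: PTEN knockout HCT116 line with beta catenin targeted HCT116 as companion control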
E-sel TNF inh = TNF alpha driven E-selectin expression inhibition | 0.71% of 120,000 active | inhibition, % at 2 µM | HUVEC TNFa-induced E-selectin immunofluorescence, high content;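 active = inhibition above the batch mean plus 3 SD, and confirmed as a hit on visual image review, cut at about 43% in these data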;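 also: 0% = TNF-stimulated DMSO wells and 100% = unstimulated control wells; not every result past the cut was called active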
GALR2 antag = blocks the human galanin receptor 2. O43603. inhibition, % at 4 µM. 0.39% of 140,000 active. AID 828. GALR2-expressing cells, antagonist mode; in the data active = inhibition above about 27%;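 also: cells stimulated with galanin 1-16 at roughly its EC80; 0% = agonist challenge control and 100% = basal control without agonist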
Target sequence (O43603 whole entry, looked up): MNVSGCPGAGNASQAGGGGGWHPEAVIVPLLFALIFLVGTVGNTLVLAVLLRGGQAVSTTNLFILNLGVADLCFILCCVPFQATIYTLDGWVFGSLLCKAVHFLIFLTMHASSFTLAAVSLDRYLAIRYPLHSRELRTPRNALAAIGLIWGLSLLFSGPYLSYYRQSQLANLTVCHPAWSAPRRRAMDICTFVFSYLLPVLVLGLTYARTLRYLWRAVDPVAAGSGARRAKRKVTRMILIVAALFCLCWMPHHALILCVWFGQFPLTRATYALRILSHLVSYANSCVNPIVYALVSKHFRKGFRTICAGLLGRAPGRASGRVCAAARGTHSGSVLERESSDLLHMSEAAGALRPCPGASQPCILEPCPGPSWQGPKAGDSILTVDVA
Phagocyt inh = macrophage phagocytosis inhibition; inhibition, % at 5 µM; J774A.1 macrophage IgG-bead phagocytosis, imaging; AID 1029; 0.07% of 110,000 active;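 active = inhibition above the mean of the plate negative controls plus 5 SD, cut at about 13% in these data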;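 also: phagocytic index as fraction of beads internalized from green versus red external bead signal; plate controls were DMSO negative control for no effect and cytochalasin-D positive control for full effect; some results beyond the cut were filed as inactive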
MRP1 act = MRP-1 activation | AID 799 | viability increase, % at 10 µM | 0.61% of 140,000 active | H69AR cells + doxorubicin, viability rescue, CellTiter-Glo;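 active = viability gain under doxorubicin at or above a set limit, the compound median plus 3 SD, cut at about 4.7% in these data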;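 also: MRP-1 overexpressing cells given doxorubicin 25 µM after compound pretreatment; 18-22 h compound pretreatment then 72 h with doxorubicin before readout; 0% = doxorubicin-only wells and 100% = vehicle-treated cells without doxorubicin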
NPY-Y2 antag = blocks the human neuropeptide Y Y2 receptor | 0.99% of 140,000 active | inhibition, % at 2.7 µM | AID 793 | NPY-Y2 expressing cells, antagonist mode; in the data active = inhibition above about 17%;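 also: 0% = vehicle with agonist challenge and 100% = reference antagonist with challenge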
Target sequence (P49146 whole entry, looked up): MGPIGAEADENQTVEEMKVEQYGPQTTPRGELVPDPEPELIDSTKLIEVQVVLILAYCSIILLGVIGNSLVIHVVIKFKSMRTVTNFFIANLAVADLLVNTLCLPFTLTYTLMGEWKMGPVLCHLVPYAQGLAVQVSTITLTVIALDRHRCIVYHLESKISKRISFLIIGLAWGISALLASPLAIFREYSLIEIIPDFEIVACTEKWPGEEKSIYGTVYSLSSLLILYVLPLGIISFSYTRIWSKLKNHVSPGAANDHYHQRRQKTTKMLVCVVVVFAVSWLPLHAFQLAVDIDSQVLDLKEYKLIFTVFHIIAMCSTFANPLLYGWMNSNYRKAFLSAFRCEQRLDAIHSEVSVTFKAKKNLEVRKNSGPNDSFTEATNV
bCat KO growth = beta-catenin-lacking colon tumor cell growth suppression; viability, % at 10 µM; AID 818; 1.5% of 140,000 active; HCT116 beta-catenin knockout viability, CellTiter-Glo, 60 h; hits give low values;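 active = viability at or under a set limit, the compound median less 4 SD, cut at about 6% in these data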;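 also: 0% = Hyamine 1622 control at 20 µM and 100% = untreated cell control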
Yeast lifespan up = yeast lifespan extension; inhibition of the nicotinamide effect, % at 10 µM; AID 775; 0.68% of 130,000 active; S. cerevisiae growth with nicotinamide, OD615; deaD strain in restrictive glucose medium;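 active = inhibition above a set limit, placed 3 SD over the median of all compounds, cut at about 26% in these data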;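 also: 0% = nicotinamide-treated wells and 100% = cells grown without nicotinamide; some compounds called inactive have numbers as strong as hits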
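System: DeaD-strain S. cerevisiae / Buffer or medium: CSMM-D, restrictive glucose (dextrose) synthetic minimal medium / Probe or stimulus: nicotinamide, 1.5 mM, co-present with compound / Compound: one concentration, 10 µM, DMSO 0.25% / Incubation: 48 h compound exposure at 30 °C, humidified / Technique: optical density (absorbance) at 615 nm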
Active calls of the source: *; . = not tested or not shown.

SMILES | BB579 growth dn | Measles CPE | PTEN del growth | E-sel TNF inh | GALR2 antag | Phagocyt inh | MRP1 act | NPY-Y2 antag | bCat KO growth | Yeast lifespan up
O=C(Nc1ccccc1)c1ccccc1CCc1ccccc1 | 12 | 22 | 83 | -10 | -2 | 1 | -1.7 | 5 | 81 | 2
C/C(=N/OCO/N=C(\C)c1ccccc1)c1ccccc1 | -9 | 19 | 88 | . | 5 | -8 | 3.4 | 4 | 75 | -5
CC(=O)OC(C(=O)NC1CCCCC1)c1ccccc1 (stereo not given) | -5 | 3 | 93 | -2 | -2 | 1 | -2.0 | 5 | 97 | -3
CCOC(=O)C1CCN(Cc2ccc(F)cc2)CC1 | -10 | 6 | 93 | -21 | -10 | . | 0.2 | -1 | 94 | .
O=C(O)COc1cccc(NC(=O)c2ccccc2)c1 | -22 | 19 | 92 | -6 | 6 | -1 | 1.0 | 0 | 95 | .
O=C(CNC(=O)Cn1cnc2sc3c(c2c1=O)CCCC3)NCc1ccccn1 | -7 | 6 | 91 | -2 | 3 | -1 | -0.8 | 0 | 91 | -2
O=C(Nn1cnnc1)c1csc2ccccc12 | -28 | 9 | 81 | 11 | 2 | 1 | -2.1 | 2 | 88 | -9
O=C(N/N=C\c1c(O)ccc2ccccc12)c1ccc(Cn2cccn2)o1 | -53 | 1 | 5 | 0 | 20 | -1 | -1.9 | 2 | 5.6* | 7
Cc1ccc(C2=[N+]([O-])C(C)(C)N(O)C2(C)C)cc1 | -35 | 46* | 91 | . | 14 | -3 | -1.4 | 2 | 88 | 7
Cc1ccc(NC(=O)CCN2C(=O)CSC2=O)cc1 | -15 | 17 | 101 | -33 | 2 | . | -0.3 | 3 | 84 | .
CCC(C)(C)NC(=O)C(OC(=O)c1ccco1)c1ccccc1OC (stereo not given) | -44 | 5 | 102 | -6 | 0 | 2 | 1.7 | 3 | 101 | -1
COc1cc(-c2nnc(COC(=O)C3c4ccccc4Oc4ccccc43)o2)cc(OC)c1OC | -27 | 8 | 93 | -6 | 8 | -1 | 1.4 | 2 | 88 | -12
CC(C)c1nnc(NC(=O)CN2C(=O)c3ccccc3C2=O)s1 | -8 | 5 | 103 | -9 | 13 | -1 | -1.1 | 3 | 103 | -30
COc1ccc(N/N=C(\C#N)C(N)=O)cc1 | 58* | 8 | 99 | . | 11 | -8 | 2.1 | 3 | 96 | 7
CCN(Cc1ccccc1)C(c1cc2cc(C)cc(C)c2[nH]c1=O)c1nnnn1CCOC (stereo not given) | -34 | 9 | 87 | -24 | 2 | 0 | -4.1 | 4 | 86 | -9

Overlap with the part before: 3 compounds, then new ones.
SMILES | BB579 growth dn | Measles CPE | PTEN del growth | E-sel TNF inh | GALR2 antag | Phagocyt inh | MRP1 act | NPY-Y2 antag | bCat KO growth | Yeast lifespan up
CC(C)c1nnc(NC(=O)CN2C(=O)c3ccccc3C2=O)s1 | -8 | 5 | 103 | -9 | 13 | -1 | -1.1 | 3 | 103 | -30
COc1ccc(N/N=C(\C#N)C(N)=O)cc1 | 58* | 8 | 99 | . | 11 | -8 | 2.1 | 3 | 96 | 7
CCN(Cc1ccccc1)C(c1cc2cc(C)cc(C)c2[nH]c1=O)c1nnnn1CCOC (stereo not given) | -34 | 9 | 87 | -24 | 2 | 0 | -4.1 | 4 | 86 | -9
CCN1C(=O)C(CC(=O)N2CCN(C(c3ccccc3)c3ccccc3)CC2)N(CC)C1=O (stereo not given) | -16 | 3 | 93 | -13 | 5 | 0 | -1.1 | 2 | 101 | -12
CCOC(=O)N1CCN(CC(O)COc2c(OC)cccc2OC)CC1 (stereo not given) | 11 | 28 | . | -9 | -12 | 0 | -0.8 | 3 | 94 | -2
COc1ccc(C)cc1S(=O)(=O)NC1CCCCC1C (stereo not given) | -20 | 37 | 81 | -16 | 5 | 1 | -1.5 | 1 | 86 | 0
Cc1ccccc1NC(=O)c1cc(S(=O)(=O)N2CCCCC2)cs1 | -2 | 7 | 86 | -18 | -4 | 0 | -2.3 | -1 | 95 | -1
O=C(c1cc(NC(=O)C23CC4CC(CC(C4)C2)C3)cc(NC(=O)C23CC4CC(CC(C4)C2)C3)c1)N1CCCCC1 | -45 | 4 | 64 | -4 | 13 | . | -4.1 | 4 | 58 | .
CCN(CC)c1ccc(C(=O)OCC(=O)Nc2sccc2C#N)cc1 | -23 | 16 | 92 | -20 | -8 | -10 | -2.8 | 8 | 88 | -3
COc1ccc2nc(NC(=O)Cc3ccc(OC)c(S(=O)(=O)N4CCOCC4)c3)sc2c1 | -37 | 14 | 62 | . | 1 | -1 | -1.9 | 0 | 63 | -8
Cc1cc2c(cc1C)NC(CC(=O)NCc1ccccc1)C(=O)N2 (stereo not given) | 0 | 16 | 85 | -29 | 10 | . | -3.7 | 4 | 97 | -2
CCOC(=O)C(Sc1ncnc2c1sc1nc(N3CCOCC3)c3c(c12)CCCC3)c1ccccc1 (stereo not given) | -42 | 5 | 82 | 39 | -13 | . | -0.2 | 1 | 80 | 3
CCCC(C)NS(=O)(=O)c1ccc(OC)c(C)c1 (stereo not given) | -30 | 3 | 97 | -10 | -2 | 0 | -1.5 | 2 | 99 | 0
CCN(CC)S(=O)(=O)c1ccc(C(=O)NCCSc2c[nH]c3ccccc23)cc1 | -23 | 8 | 70 | -2 | -12 | . | -4.2 | 2 | 73 | 0
COc1cccc2cc(C(=O)N(C)C)c(=O)oc12 | -36 | 3 | 1.6* | -3 | -3 | 0 | 0.2 | 0 | 1.6* | -13
Cc1ccc(S(=O)(=O)N=Nc2c(O)[nH]c3ccccc23)cc1C | -6 | 13 | 88 | 12 | 7 | 0 | -0.8 | -2 | 97 | -5
COc1cnc(-c2ccccc2)nc1Oc1cccc(C)c1C | -75 | 2 | 75 | 1 | 4 | . | -1.1 | 3 | 72 | -4
CCn1c(SC)nc2c(c1=O)SC(C)C2 (stereo not given) | -21 | 46* | 99 | -32 | 3 | 1 | -2.6 | 2 | 97 | 13
Cc1nnc(C)n1/N=C/c1cc(Br)ccc1O | -25 | 20 | 58 | 14 | 10 | -3 | -4.7 | 3 | 45 | 22
CCCc1nc2ccccc2c(C(=O)OCC(=O)NCc2ccc3c(c2)OCO3)c1CC | 0 | 8 | 85 | . | 7 | -1 | -0.9 | 14 | 80 | -2
CCOc1cc(C2CC(=O)Nc3cc(C)c(C)cc32)ccc1O (stereo not given) | -76 | 31 | 104 | 0 | 0 | 0 | -0.4 | 1 | 92 | -2
O=C(NC(=S)NNC(=O)c1ccccc1[N+](=O)[O-])c1ccccc1 | -21 | 24 | 63 | -15 | 3 | . | -4.5 | -1 | 55 | .
Cc1ccc(-n2cc(-c3ccccc3)c3c(NN4CCOCC4)ncnc32)cc1 | -12 | 17 | 84 | . | 1 | -1 | -0.1 | 3 | 84 | -4
O=C(Nc1cc(=O)[nH]c2ncnn12)c1ccccc1Cl | -34 | 18 | 92 | -12 | -2 | 0 | -3.7 | 6 | 99 | -3
CCOCCCNc1nc2ccccc2[nH]1 | -54 | 46* | 101 | -21 | 0 | 0 | -0.3 | 0 | 95 | -8
CCOC(=O)C1C(c2ccc(O)c(O)c2)NC(=S)NC1(O)C(F)(F)F (stereo not given) | -27 | 5 | 97 | -6 | 4 | -11 | -1.0 | 3 | 91 | 6
COc1ccc(C(=O)Nc2ccc(OC)c(OC)c2)cc1 | -18 | 4 | 93 | 1 | 12 | -1 | -2.3 | 2 | 97 | -11
O=C(CSc1n[nH]c(=O)[nH]c1=O)c1ccccc1 | -2 | 23 | 97 | 1 | 0 | 0 | -1.0 | 7 | 94 | -8
C=CCn1c(CCNC(=O)c2cccs2)nnc1SCC(=O)Nc1cccc(C(C)=O)c1 | -13 | 10 | 107 | 23 | 7 | -2 | -1.0 | -5 | 114 | -12
CCOC(=O)c1nc(NCc2cccnc2)c2ccccc2n1 | -43 | 18 | 102 | -16 | -9 | -1 | -0.6 | 2 | 90 | 1
CCCCn1c(SCC(=O)NCCc2ccc(OC)c(OC)c2)nc2c1c(=O)n(C)c(=O)n2C | -70 | 1 | 102 | 6 | 12 | 0 | -1.0 | 8 | 102 | -7
CCOc1cc(-c2c(C)c(CC)nc(N)c2C#N)ccc1O | -17 | 8 | 79 | -19 | 14 | -1 | -1.9 | 7 | 90 | -7
CC1(C)CC(=O)C2=C(C1)Nc1[nH]c(=S)[nH]c(=O)c1C2c1ccccc1 (stereo not given) | -23 | 5 | 98 | . | -11 | 3 | -2.4 | 0 | 96 | -27
CN(CC(=O)Nc1sccc1C#N)Cc1ccccc1 | -13 | 9 | 91 | -10 | -10 | 1 | -2.5 | -1 | 83 | 6
CCOc1cc(CNc2ccc(N(C)C)cc2)cc(Br)c1OCC(=O)NC(C)(C)C | -17 | 20 | 69 | 4 | 3 | 4 | -1.3 | 2 | 76 | 0
C/C(Cl)=C\Cn1c(N2CCCCCC2)nc2c1c(=O)n(C)c(=O)n2C | -64 | 11 | 81 | 3 | -2 | -2 | -2.3 | 6 | 83 | -6
Cn1c(=O)nc2n(Cc3ccccc3)c3cccc(Cl)c3cc-2c1=O | -11 | 3 | 88 | 7 | -12 | -9 | -1.0 | 5 | 84 | -2
O=C(O)C1CC(O)CN1C(=O)c1ccco1 (stereo not given) | -46 | 12 | 108 | 20 | 12 | -1 | -0.3 | 2 | 106 | -4
O=C1CCCC/C1=C/Nc1ccc2c(c1)OCO2 | -11 | 6 | 93 | -32 | -4 | 1 | -3.5 | 6 | 94 | -21
CCO/C=C1\N=C(c2ccc(F)cc2)OC1=O | -25 | 17 | 90 | 4 | 10 | -1 | 0.1 | 1 | 98 | 4
O=C1CC(c2ccccc2)n2nc(N3C(=O)CCC3=O)nc2N1 (stereo not given) | 9 | 52* | 99 | . | 3 | -2 | -2.8 | 1 | 103 | -7
COCCOC(=O)c1c(NC(=O)CN2CCCc3ccccc32)sc(C(N)=O)c1C | -28 | 1 | 83 | . | 13 | -13 | -1.5 | 0 | 89 | -2
CCCCNC(=S)N/N=C1\C(=O)c2cccc3cccc1c23 | -47 | 0 | 89 | 3 | 0 | 1 | -0.8 | 1 | 84 | 3
NS(=O)(=O)c1ccc(NC(=O)Cn2ncc3c2-c2ccccc2OC3)cc1 | 24 | 15 | 98 | 19 | 10 | 0 | -0.7 | 6 | 86 | -4
COc1ccc2oc(C(=O)OCC(=O)c3ccc4c(c3)OCCO4)c(C)c2c1 | -12 | 13 | 71 | . | -5 | 1 | 1.1 | 3 | 89 | -23
CC1C(c2ccccc2)=[N+]([O-])C2(CCCCC2)N1O (stereo not given) | -22 | 12 | 94 | -22 | -5 | 1 | -0.9 | 1 | 107 | -14
COc1ccc(-c2nn(-c3ccccc3)cc2/C=N/NC(N)=S)cc1OC | -13 | 2 | 12 | -3 | 12 | 4 | -1.9 | 4 | 18 | -1
Sc1oc(-c2ccccc2)cc1C=Nc1ccccc1 | -29 | 10 | 94 | 15 | -7 | -1 | -1.6 | 3 | 92 | -3
